Efflux pump mplx: inhibitors of Candida antifungal efflux pumps expressed in yeast; inhibition, % at 10 µM; 330,000 tested, 0.44% active; S. cerevisiae Candida pump triplex, Nile Red efflux;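 active = plate passing quality check with inhibition over a set limit, or well fluorescence over plate mean plus 4 SD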;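 also: Nile Red retained in pooled yeast measured as flow cytometry median fluorescence; 0% = buffer negative control and 100% = Enniatin B positive control; higher means more Nile Red kept so more efflux inhibition; some compounds called inactive have numbers as strong as hits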
MEP2-GFP yeast: alters MEP2-GFP fluorescence in TOR pathway yeast screen; S. cerevisiae MEP2-GFP strain, flow cytometry GFP, 3 h; 100% = DMSO control level; GFP response vs DMSO, % at 10 µM; 330,000 tested, 0.51% active;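 active = GFP response versus DMSO above a set limit, roughly screen mean plus 3 SD, cut at about 180% in these data; inconclusive = fewer than 70 cells counted for a yeast strain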;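 also: median GFP fluorescence of the barcode-gated MEP2-GFP cells per well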
AHR activator: human AHR activation; P35869; AHR-responsive luciferase reporter cells, luminescence; activation, % at 5 µM; 320,000 tested, 2.5% active; AID 2796; in the data active = activation above about 47%;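 also: 0% = vehicle wells and 100% = reference agonist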
Target sequence (P35869 whole entry, looked up): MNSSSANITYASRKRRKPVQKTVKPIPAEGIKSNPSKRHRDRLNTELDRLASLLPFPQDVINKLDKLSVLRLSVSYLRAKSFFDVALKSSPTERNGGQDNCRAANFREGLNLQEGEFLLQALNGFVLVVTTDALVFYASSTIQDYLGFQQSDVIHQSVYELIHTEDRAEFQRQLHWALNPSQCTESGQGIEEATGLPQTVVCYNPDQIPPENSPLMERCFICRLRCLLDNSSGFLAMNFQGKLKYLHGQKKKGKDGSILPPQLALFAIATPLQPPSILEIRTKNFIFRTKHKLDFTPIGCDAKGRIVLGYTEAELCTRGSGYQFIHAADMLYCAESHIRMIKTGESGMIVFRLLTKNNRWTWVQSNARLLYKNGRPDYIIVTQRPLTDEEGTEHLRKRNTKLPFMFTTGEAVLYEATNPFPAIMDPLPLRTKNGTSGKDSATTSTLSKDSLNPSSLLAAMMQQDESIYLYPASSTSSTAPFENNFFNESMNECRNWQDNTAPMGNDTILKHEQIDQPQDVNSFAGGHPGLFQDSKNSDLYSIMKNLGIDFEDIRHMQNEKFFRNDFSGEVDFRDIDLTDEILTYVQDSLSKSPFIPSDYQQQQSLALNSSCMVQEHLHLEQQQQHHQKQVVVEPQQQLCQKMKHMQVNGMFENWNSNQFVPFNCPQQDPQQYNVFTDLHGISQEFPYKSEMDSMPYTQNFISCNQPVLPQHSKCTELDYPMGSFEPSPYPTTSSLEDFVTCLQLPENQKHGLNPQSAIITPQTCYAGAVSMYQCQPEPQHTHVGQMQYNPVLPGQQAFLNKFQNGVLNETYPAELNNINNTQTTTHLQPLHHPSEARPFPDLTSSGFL
LAP4-GFP MLPCN: yeast TOR pathway LAP4-GFP modulation | AID 2023 | S. cerevisiae LAP4-GFP multiplex, flow cytometry GFP, 3 h; median GFP as percent of DMSO wells | 320,000 tested, 0.34% active | GFP response vs DMSO, % at 10 µM;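 active = GFP response vs DMSO above a set limit, about the screen mean plus 3 SD, cut at about 150% in these data; inconclusive = under 70 cell events counted for the yeast strain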
RPL19A TOR yeast: yeast TOR pathway RPL19A-GFP modulation; S. cerevisiae RPL19A-GFP strain, flow cytometry, 3 h; stronger effect = lower value; percent response vs DMSO, % at 10 µM; 330,000 tested, 0.3% active; AID 2025;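 active = percent response vs DMSO below 50%; inconclusive = fewer than 70 events counted for the yeast strain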;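 also: median channel GFP fluorescence of the barcoded RPL19A-GFP strain; ratio of sample median GFP to plate DMSO average so 100% = DMSO; lower means less RPL19A-GFP as with rapamycin TOR inhibition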
AGP1-GFP MLPCN: modulators of TOR pathway AGP1-GFP in S. cerevisiae; S. cerevisiae AGP1-GFP multiplex flow cytometry, 3 h; GFP as percent of DMSO wells; 320,000 tested, 0.02% active; GFP response vs DMSO, % at 10 µM;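 active = GFP response relative to DMSO above a set limit, near screen average plus 3 SD, cut at about 150% in these data; inconclusive = fewer than 70 cells counted for the yeast strain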;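 also: median GFP channel fluorescence of the gated AGP1 strain per well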
CIT2 TOR yeast: yeast TOR pathway CIT2-GFP modulation; S. cerevisiae CIT2-GFP strain, flow cytometry, 3 h; 100 means same as DMSO wells; GFP response vs DMSO, % at 10 µM; 320,000 tested, 0.065% active; AID 2029;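 active = GFP response relative to DMSO above a set limit, near the screen mean plus 3 SD, cut at about 150% in these data; inconclusive = Fewer than 70 cells measured for a yeast strain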;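 also: ratio of well median GFP fluorescence to mean of DMSO wells on the plate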
CR mimetic SO: yeast age-related superoxide inhibition as caloric restriction mimetic; S. cerevisiae aged cells, superoxide DHE fluorescence; stronger effect = lower value; superoxide response (% of plate mean), % at 10 µM; 330,000 tested, 0.18% active;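 active = superoxide response under a set limit, about three screen SD below normal, cut at about 65% in these data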;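 also: yeast aged for seven days with compound at 30 °C before DHE staining; 100% = average MFI of all compound-treated wells on the plate with controls excluded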
Starred values were filed as active, the others as inactive; ? = inconclusive; / = not tested or not shown; [ ] = dose if it differs, or a comment.

SMILES | Efflux pump mplx | MEP2-GFP yeast | AHR activator | LAP4-GFP MLPCN | RPL19A TOR yeast | AGP1-GFP MLPCN | CIT2 TOR yeast | CR mimetic SO
CCN(CC)S(=O)(=O)c1ccc2c(c1)CC(C(=O)N1CCCC1)N2C(C)=O (configuration not stated) | -0.2 | 101 | 1 | 99 | 101 | 104 | 105 | 99
CC(=O)Nc1ccc(N(CC(O)Cn2c3ccccc3c3ccccc32)S(=O)(=O)c2ccc(C)cc2)cc1 (configuration not stated) | 0.1 | 104 | 43 | 87 | 96 | 92 | 88 | 106
O=C1CCC/C=C\C[C@@H](CC(=O)N(CCO)Cc2ccccc2)C(=O)N[C@H](Cc2c[nH]c3ccccc23)CO1 | 0.7 | 100 | 2 | 99 | 95 | 97 | 89 | 146
COc1ccc([N+](=O)[O-])cc1C(=O)NC1CCN(Cc2ccccc2)CC1 | 0.0 | 100 | -2 | 108 | 98 | 112 | 99 | 95
COCCNC(=O)C1CCCN(c2nn3c(=O)cc(C)nc3s2)C1 (configuration not stated) | 0.4 | 86 | -1 | 91 | 88 | / | 88 | 101
COc1ccc(C(CC(=O)N2CCCC2)c2ccc(F)cc2)cc1 (configuration not stated) | -0.1 | 101 | 6 | 95 | 100 | 101 | 107 | 84
CN(C)c1ccc(/C=c2/sc3n(c2=O)NC2(c4ccccc4)N(C)C(=O)N(C)C2(c2ccccc2)N=3)cc1 (configuration not stated) | -0.2 | 109 | 5 | 101 | 109 | 105 | 102 | 95
COc1ccc(CNC(=O)N[C@@H](Cc2c[nH]c3ccccc23)C(=O)O)cc1 | 0.1 | 104 | 7 | 95 | 105 | 106 | 106 | 100
CNC(=S)N1CCN(c2c(F)cc3c(=O)c(C(=O)O)cn(C4CC4)c3c2OC)CC1C (configuration not stated) | 0.1 | 102 | -2 | 102 | 98 | 100 | 101 | 101
COc1ccc(-c2cn3cc(C(=O)NN)ccc3n2)cc1 | 0.1 | 101 | 55* | 103 | 100 | 97 | 99 | 109
O=C(Nc1ccccc1)c1ccc(CSc2ncccn2)cc1 | -0.1 | ? | 6 | ? | ? | ? | 77[may fluoresce red] | 105
C=CCN1C(=O)C(CC(=O)Nc2ccc(OCCC)cc2)N(CCCN2CCN(Cc3ccccc3)CC2)C1=S (configuration not stated) | 0.6 | 92 | 2 | 96 | 94 | 95 | 87 | 110
Cc1ccc(S(=O)(=O)/N=C(/c2ccccc2)N2CCOCC2)cc1 | 0.0 | 101 | 0 | 104 | 95 | 105 | 95 | 95
Cc1cccc(-n2cnc3cc(C(=O)N4CCCCC4)ccc32)c1 | 0.1 | 103 | 11 | 101 | 95 | 99 | 100 | 106
O=C(/C(=C/O)N=Nc1ccc(Cl)cc1)c1ccncc1 | -0.1 | 122 | 73* | 203* | 64 | 78 | 68 | 87
CCOc1ccc2c(c1)/C(=C(\C(Cl)=C(Cl)Cl)[N+](=O)[O-])N2 | 0.1 | 106 | 20 | 94 | 107 | 94 | 101 | 124
COc1ccc(N(CC(=O)NCCC2=CCCCC2)S(=O)(=O)c2ccccc2)cc1OC | -0.1 | 86 | 0 | 107 | 85 | 96 | 88 | 104
CCN(C(=O)COC(=O)c1ccco1)c1cccc2ccccc12 | -0.1 | 92 | 3 | 91 | 94 | 92 | 92 | 98
Nc1c(C(=O)Nc2ccc3c(c2)OCCO3)nnn1Cc1cccc(F)c1 | -0.1 | 96 | 6 | 112 | 98 | 105 | 101 | 102
Cc1ccc([C@@H]2[C@@H]3C(=O)N(C)C(=O)[C@@H]3[C@]3(Cc4ccccc4)C(=O)N(CCO)CC(=O)N23)o1 | 0.0 | 104 | 0 | 94 | 98 | 103 | 101 | 104
CCCN(CC(=O)Nc1ccc(Cl)cc1Cl)C(=O)/C=C/c1cccc([N+](=O)[O-])c1 | 0.0 | 97 | 20 | 101 | 100 | 93 | 87 | 87
O=C(c1cc(C2CC2)nn1-c1ccccc1)N1CCN(Cc2ccc(Cl)cc2)CC1 | 0.5 | 98 | 2 | 98 | 96 | 100 | 103 | 94
O=C(CNC(=O)c1ccccc1)OC(C(=O)c1ccccc1)c1ccccc1 (configuration not stated) | 0.0 | 97 | 2 | 84 | 96 | 88 | 95 | 106
CC(NC(=O)C1CCC1)c1ccc(Cl)cc1 (configuration not stated) | -0.2 | 99 | -1 | 96 | 102 | 104 | / | 105
CC(C)COc1ccc(C(=O)Nc2ccc(N3CCOCC3)cc2N2CCOCC2)cc1 | 0.1 | 92[may fluoresce green] | 2 | 105[may fluoresce green] | 96[may fluoresce green] | 95[may fluoresce green] | 106[may fluoresce green] | 105
O=C(COC(=O)c1ccccc1Cl)Nc1nccs1 | -0.1 | 104 | 1 | 102 | 100 | 106 | 108 | 94
COc1ccc(C2CC(c3cccs3)=NN2C(=O)CSc2nnnn2C)cc1OC (configuration not stated) | 0.1 | 89 | 4 | 90 | 94 | 93 | 98 | 101
Cc1ccc(S(=O)(=O)CCC(=O)O)cc1C | -0.1 | 106 | -2 | 98 | 104 | 104 | 107 | 88
Clc1ccc(C2CC(c3cccs3)n3ncnc3N2)c(Cl)c1 (configuration not stated) | 0.0 | 106 | 3 | 100 | 96 | 101 | 97 | 102
Cc1csc(CNC(=O)c2ccc(OC3CCN(CCc4ccccc4)CC3)cc2)n1 | -0.2 | 95 | 2 | 89 | 96 | 100 | 97 | 104
CC1(C)Cc2ccccc2-c2nnc(SCc3ccccc3)n21 | 0.0 | 102 | -8 | 106 | 97 | 99 | 93 | 105
CC1CCCN(S(=O)(=O)c2ccc(NC(=O)C3CC(=O)N(C(C)(C)C)C3)cc2)C1 (configuration not stated) | 0.0 | 108 | 0 | 105 | 102 | 109 | 100 | 104
COc1ccccc1NS(=O)(=O)c1cc(NC(=O)c2cccs2)ccc1N1CCCCC1 | -0.4 | 93 | 11 | 94 | 104 | 97 | 101 | 92
CC(=O)Nc1cc2c(cc1Br)OCCO2 | 0.5 | 116 | 3 | 106 | 105 | 105 | 104 | 105
CC1CC(C)CN(CC(=O)Nc2cc(S(=O)(=O)N3CCOCC3)ccc2N2CCCC2)C1 (configuration not stated) | 0.1 | 105 | -1 | 93 | 98 | 97 | 98 | 94
COc1ccc(CCC(N)=O)cc1OC | 0.1 | 101 | -2 | 103 | 96 | 104 | 108 | 102
c1ccc(-n2cnnc2SCc2cn3ccsc3n2)cc1 | 0.0 | 94 | -3 | 102 | 98 | 106 | 100 | 107
COc1cc(C(=O)Nc2nnc(SC)s2)c([N+](=O)[O-])cc1OC | -0.2 | 90 | 3 | 121 | 96 | 100 | 92 | 133
CCOCC(=O)Nc1cccc(Br)c1 | 0.2 | 93 | 7 | 97 | 92 | 93 | 88 | 109
c1ccc(CNc2nc3ccccc3n3cnnc23)cc1 | 0.1 | 92 | 3 | 105 | 99 | 101 | 91 | 93
COc1cc(NC(=O)COc2cc(O)c3c(c2)OC(C)(C)CC3=O)cc(OC)c1OC | 0.3 | 101 | -1 | 98 | 98 | 97 | 93 | 136
Nc1c(-c2ccccc2)cnn1-c1ccc(C(=O)O)cc1 | 0.1 | 101 | 8 | 105 | 98 | 91 | 93 | 119
CCCCCCSC1=C(C#N)C(c2ccc(C)o2)CC(=O)N1 (configuration not stated) | -0.1 | 93 | 1 | 100 | 91 | 92 | / | 104
CCOc1ccc(C(CC(=O)O)NC(=O)COc2ccccc2)cc1 (configuration not stated) | 0.1 | 100 | 0 | 98 | 99 | 98 | 94 | 95
CN(C)CCN(C(=O)c1cc(Cl)sc1Cl)c1nc2ccc(F)cc2s1 | 0.2 | 104 | 38 | 100 | 106 | 102 | 101 | 104
O=c1[nH]c(C2CCN(S(=O)(=O)c3ccccc3F)CC2)nc2c1nnn2Cc1ccc2c(c1)OCCO2 | -0.1 | 98 | 0 | 99 | 97 | 103 | 102 | 98
O=S(=O)(/N=C(/Nc1ccc(F)cc1F)c1ccccc1)c1ccc(Br)cc1 | -0.2 | 105 | -1 | 97 | 102 | 101 | 103 | 99
Cc1ccc(NC(=O)C(OC(=O)c2ccc(F)cc2)c2ccccc2)cc1Cl (configuration not stated) | -0.1 | 90 | -1 | 105 | 95 | 95 | 82 | 87
OCC[C@H]1C[C@@H](O)[C@H](O)[C@@]2(Cc3ccccc3CO2)O1 | 0.1 | 92 | 5 | 99 | 97 | 80 | 70 | 98
CC(C)n1c(SC2C(=O)CC(C)(C)CC2=O)nc2c1c(=O)n(C)c(=O)n2C | 0.0 | 98 | 5 | 91 | 95 | 92 | 100 | 115
CC1CCCN(c2nc(NCc3ccco3)nc(N)c2[N+](=O)[O-])C1 (configuration not stated) | 0.1 | 110 | 11 | 116 | 105 | 104 | 94 | 95
Nc1nc2n(n1)C(=O)CC(c1ccccc1[N+](=O)[O-])N2 (configuration not stated) | -0.1 | 95 | 1 | 103 | 100 | 101 | 89 | 96
COc1cc2c(ccc3cc(OC)c(OC)c(O)c32)cc1O | 0.4 | 105 | 0 | 104 | 97 | 98 | 94 | 110
Cc1ccc(S(=O)(=O)N2CCCOC2CNC(=O)C(=O)NCc2cccnc2)cc1 (configuration not stated) | 0.4 | 104 | 14 | 99 | 107 | 106 | 104 | 115
Cc1c(NS(=O)(=O)c2ccc(C(=O)NCc3ccc(F)cc3)cc2)c(=O)n(-c2ccccc2)n1C | 0.1 | 108 | 2 | 109 | 109 | 114 | 100 | 91
Cc1nn(C2CCS(=O)(=O)C2)c(Cl)c1/C=C/C(=O)OCC(=O)Nc1ccc2c(c1)OCO2 (configuration not stated) | -0.1 | 98 | 1 | 99 | 101 | 108 | 110 | 93
CC(C)OC(=O)c1c(NC(=O)c2cccs2)sc2c1CCCC2 | -0.1 | 105 | -1 | 100 | 99 | 98 | 102 | 108
O=C(CN(CCc1ccccc1)Cc1ccccc1)Oc1ccccc1P(=O)(O)O | 0.2 | 106 | 0 | 104 | 101 | 94 | 90 | 111
Cc1ccc2[nH]c3c(c2c1)CN(C(=O)CN1CC(C)OC(C)C1)CC3 (configuration not stated) | 0.0 | 92 | 9 | 94 | 95 | 99 | 103 | 117
CC(C)(C)C(=O)OCc1nc(-c2ccc(F)cc2)cs1 | 0.0 | 104 | 0 | 115 | 104 | 101 | 97 | 98

Later entries.
SMILES | Efflux pump mplx | MEP2-GFP yeast | AHR activator | LAP4-GFP MLPCN | RPL19A TOR yeast | AGP1-GFP MLPCN | CIT2 TOR yeast | CR mimetic SO
CC(=O)c1cccc(NC(=O)CN(c2ccc(C)cc2)S(=O)(=O)c2cccc3nonc23)c1 | 0.1 | 91 | 18 | 93 | 96 | 92 | 91 | 103
COc1ccc2oc(=O)cc(-c3cc4ccccc4o3)c2c1 | 0.2 | 93 | 18 | 88 | 92 | 88 | 94 | 83
CCC(C)(C)n1nnnc1C(c1cc2cc(C)ccc2[nH]c1=O)N1CCCC1 (configuration not stated) | -0.1 | 126 | 10 | 117 | 103 | 118 | 114 | 107
CCOc1cc(NC(=O)c2ccco2)c(OCC)cc1NC(=O)Cc1ccc(OC)c(OC)c1 | 0.0 | 104 | 17 | 117 | 105 | 110 | 85 | 100

Only RPL19A TOR yeast, for some of the entries so far:
Structure,RPL19A TOR yeast
CCC(C)(C)n1nnnc1C(c1cc2cc(C)ccc2[nH]c1=O)N1CCCC1 (configuration not stated),103
CCOc1cc(NC(=O)c2ccco2)c(OCC)cc1NC(=O)Cc1ccc(OC)c(OC)c1,105

Screening results (PubChem BioAssay)
